# MCF10A rereplic – DNA re-replication induction in MCF 10a cells | MCF 10A DNA re-replication, Hoechst nuclear intensity, 48 h | Potency, µM (top dose mostly 46.1 µM), without a hit: at the highest dose activity, positive = re-replication, hits mostly activators | 350,000 compounds, 2.9% hits; note: potency is the fitted concentration of half-maximal effect; % of control where 0% means no effect; nearly all actives have a fitted effect of over 50% in size
# IL-1B inflam inh – inhibitors of inflammasome signaling (IL-1 beta secretion). THP-1 LPS/ATP IL-1B secretion, AlphaLISA, 16 h; stronger effect = lower value. activity change, % at 57.5 µM. 360,000 compounds, 4.7% hits. AID 743279; in the data active = activity change below about -50%; inconclusive = mostly about -30% to -49%; note: % is set by controls: 0 for no effect and ±100 for the full control effect
#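 Secreted IL-1B measured by AlphaLISA bead assay after 16 h compound exposure of THP-1 cells; compounds (final up to 57.5 uM) added 1 h before LPS (250 ng/mL) and ATP (1.25 mM) stimulation; lower signal means less secretion.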
# HT1080-NT tox – kills 2HG-producing HT-1080-NT fibrosarcoma cells | Potency, µM (highest dose often 46.1 µM), without a hit: at the top dose activity, negative = less viability, hits mostly cytotoxic | 360,000 compounds, 1.6% hits | AID 686970 | HT-1080-NT fibrosarcoma viability, CellTiter-Glo ATP luminescence, 48 h;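 note: NT is the 2HG producing partner of a matched IDH1 knockdown line; potency is the fitted concentration of half-maximal effect; 0% = DMSO-treated cells and -100% = media-only wells without cells; nearly all actives have a fitted effect of over 55% in size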
#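 HT-1080-NT fibrosarcoma cells (2HG-overproducing), 750 cells/well in RPMI with 5% FBS, dosed after 2 h and incubated 48 h at 37C. CellTiter-Glo luminescence normalized to DMSO and no-cell wells; concentration-response curves fitted and classed.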
# HT1080 IDH1KD tx – toxicity to HT-1080 IDH1 knockdown cells (counter line); HT-1080 IDH1 knockdown viability, ATP luminescence, 48 h; Potency, µM (highest dose often 46.1 µM), for inactives: at the top dose activity, negative = toxicity, hits mostly cytotoxic; 360,000 compounds, 2% hits; AID 686971;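 note: potency is the fitted concentration of half-maximal effect; 0% = DMSO wells and -100% = cell-free medium wells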
#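 Cytotoxicity counter-line: IDH1KD HT-1080, 48 h, CellTiter-Glo. Curves classed by r2, magnitude and activity.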
# KB-3-1 cytotox – kills parental KB-3-1 adenocarcinoma cells | KB-3-1 viability, CellTiter-Glo ATP luminescence, 72 h | 400,000 compounds, 1.4% hits | Potency, µM (top dose mostly 46.1 µM), without a hit: top-dose activity change, negative = cytotoxic, hits mostly cytotoxic | AID 1347075; note: potency is the fitted concentration of half-maximal effect; % is set by controls: 0 for no effect and ±100 for the full control effect; nearly all actives have a fitted effect of over 60% in size
#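 Screening of KB-3-1 cells (DMEM, 10% FBS, phenol-red free) ran from lowest to highest compound concentration; after 72 h at 37 °C viability was read luminescently and curves fitted.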
# SW480 rereplic – inducers of DNA re-replication in SW480 colon cancer cells | Potency, µM (top dose mostly 46.1 µM), without a hit: top-dose re-replication activation, actives largely listed as activators | AID 624297 | SW480 DNA re-replication, Hoechst DNA content imaging, 48 h | 340,000 compounds, 1.8% hits; note: potency is the fitted concentration of half-maximal effect; % of control where 0% means no effect; nearly all actives have a fitted effect of over 55% in size
#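 SW480 cells exposed to compounds for 48 hr at 37 C, 5% CO2, then Hoechst-stained 40 min. Nuclear DNA content imaged by fluorescence scanning (405 nm excitation, 500-530 nm emission); re-replication scored as increased high-intensity nuclei.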
# KB-V1 MDR tox – kills drug-selected multidrug resistant KB-V1 cells; KB-V1 MDR cells viability, CellTiter-Glo, 72 h; Potency, µM (highest dose often 46.1 µM), inactives show top-dose activity change, negative = cytotoxicity, actives largely listed as cytotoxic; 400,000 compounds, 3.4% hits; AID 1347076; note: potency is the fitted concentration of half-maximal effect; % is set by controls: 0 for no effect and ±100 for the full control effect; nearly all actives have a fitted effect of over 60% in size
#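 Following 72 h at 37 degrees C with compound, KB-V1 cell viability was read by CellTiter-Glo luminescence, medium being phenol-red-free DMEM plus 10% FBS; concentration-response parameters came from normalized, curve-fitted qHTS data.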
# HEK293 tox – cytotoxicity in counter-screen for GLP-1R inverse agonists. HEK293 cAMP-luciferase reporter cells, luminescence, 24 h. Potency, µM (top dose mostly 38.3 µM), without a hit: at the top dose activity change, negative = inhibition, most hits filed as inhibitors. 410,000 compounds, 0.13% hits. AID 624418;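 note: loss of luciferase light is scored as toxicity; potency is the fitted concentration of half-maximal effect; % is set by controls: 0 for no effect and ±100 for the full control effect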
#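 Step one: seed cells (200 cells/uL, DMEM with 10% Nu serum, 1% pen-strep). Step two: 12-hour incubation at 37 deg C. Step three: pin 23 nL compound, incubate 24 hr. Step four: add luciferase reagent, read luminescence 12 min later.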
# D3 ag – activates the human D3 dopamine receptor; P35462; D3R DiscoveRx beta-arrestin cells, luminescence, 90 min; max activation, %; 410,000 compounds, 0.58% hits; in the data active = max activation above about 30%; note: 0% is about no effect; mostly tested at two doses, the higher about 12 µM
# Target sequence (P35462 whole entry, looked up): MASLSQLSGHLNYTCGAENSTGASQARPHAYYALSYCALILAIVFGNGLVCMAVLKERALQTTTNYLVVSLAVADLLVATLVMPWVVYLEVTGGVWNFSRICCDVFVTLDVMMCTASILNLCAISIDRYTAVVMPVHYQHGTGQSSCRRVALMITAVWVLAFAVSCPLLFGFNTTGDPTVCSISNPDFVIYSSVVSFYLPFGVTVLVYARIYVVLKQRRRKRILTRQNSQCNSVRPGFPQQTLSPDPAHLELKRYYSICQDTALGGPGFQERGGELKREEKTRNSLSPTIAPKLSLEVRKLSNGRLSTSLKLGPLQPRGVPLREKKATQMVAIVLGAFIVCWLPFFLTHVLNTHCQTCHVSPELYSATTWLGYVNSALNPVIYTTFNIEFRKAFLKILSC
#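 Agonist-mode cell screen: cells plated at 1500/well and incubated overnight at 37 °C, then exposed to library compounds for 90 min at 37 °C. Detection reagent was added for 30–60 min at room temperature, and luminescence was read.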
# Starred values were filed as active, the others as inactive; i = inactive; ? = inconclusive; . = no result given; [ ] = another dose, or the depositor's remark. Unless noted, calls come from the whole dose curve; as a rule, active = well fitted curve in the direction sought with a large enough effect; inconclusive = small, poorly fitted or top-dose-only effect, or another doubt; inactive = no such curve, though single readings can be large; an effect the other way counts as inactive or inconclusive.
SMILES | MCF10A rereplic | IL-1B inflam inh | HT1080-NT tox | HT1080 IDH1KD tx | KB-3-1 cytotox | SW480 rereplic | KB-V1 MDR tox | HEK293 tox | D3 ag
CC(C)=CCC/C(C)=C/C(N)=O | -1% | 9 | 15% | 1% | 12% | -5% | 19% | 5% | 9
O=C(CCSCc1ccccc1F)NCc1ccc(F)cc1 | 0% | 18 | 6% | 2% | -1% | -2% | ? | -4% | -6
Cc1nc(SCC(=O)N2CCC(Cc3ccccc3)CC2)[nH]c(=O)c1C | ? | 9 | 1% | -11% | -3% | -6% | -9% | 18% | -29
O=C(CN(c1ccccc1Cl)S(=O)(=O)c1ccccc1)N/N=C/c1ccccc1C(=O)O | -39%[inhibitor] | 11 | 12% | 13% | -14% | -1% | 12% | 4% | 4
CC(C)CNS(=O)(=O)c1ccc(CCC(=O)O)cc1 | 20% | -1 | 0% | 3% | -6% | -2% | -3% | 0% | -3
Cc1sc2c(c1C)C(=O)/C(=C\Nc1ccccn1)S(=O)(=O)N2C | 2% | 22 | 25% | 15% | 5% | -6% | 8% | -6% | 1
Cc1ccc(S(=O)(=O)NCc2nc3ccccc3[nH]2)cc1 | 0% | 0 | 1% | -2% | -10% | 0% | -8% | -2% | 5
O=C(O)C1CSC2c3ccccc3C(=O)N12 (stereo not drawn) | -10% | 2 | -5% | 10% | 4% | -8% | 16% | 6% | -1
CSc1ncccc1C(=O)OCc1ccccc1Cl | -16% | 0 | 9% | 9% | 2% | 14% | 32% | -8% | 2
COc1ccc(C2NC(=S)N(c3ccccc3)C(C)=C2C(=O)Nc2ccccc2)cc1 (stereo not drawn) | 6% | -5 | -4% | -12% | 5% | 0%[9.22 µM] | 10% | -4% | -2
Cn1c(C2=C(O)CN(c3ccc4c(c3)OCCO4)C2=N)nc2ccccc21 | ? | -5 | ? | 14% | 10% | 3% | 8% | -2% | 3
COc1ccc(CN2C(=O)C(Cc3ccccc3)Nc3ncnc(N4CCCCC4)c32)cc1 (stereo not drawn) | 23% | -14 | ? | 10% | -15% | 0% | 0% | -25% | -24
O=C(Nc1ccc2c(c1)OCCO2)C1CCN(c2ncccn2)CC1 | -10% | -1 | 0% | 0% | 15% | -10% | -15% | 4% | 3
COc1ccccc1/C=C\C=N\NC(=O)CCn1nnc2ccccc21 | ? | 0 | 1% | 0% | 29% | 13% | 0% | -9% | -3
O=C(NCCN1CCc2ccccc2C1)C1CCN(S(=O)(=O)N2CCCCC2)CC1 | -17% | 6 | 2% | 0% | 14% | 0% | ? | 1% | -29
Cc1occc1-c1nnc(SCc2nnc(-c3ccc(Cl)cc3)o2)n1C | -61%[inhibitor] | -2 | ? | ? | 3% | 0% | -17% | -1% | 4
CCOc1ccc2nc(NC(=O)C3CCCN(S(=O)(=O)c4cccc5nonc45)C3)sc2c1 (stereo not drawn) | 0% | -11 | -3% | ? | -19% | 10% | ? | -13% | 4
Nc1sc(-c2ccccc2)n[n+]1Cc1cccc2cccnc12 | 24% | ? | 0% | -14% | -2% | 11% | ? | -21% | 3
CC(C)c1ccc(NC(=O)C2C3C=CC(CC3)C2C(=O)O)cc1 (stereo not drawn) | 9% | -11 | ? | 17% | 7% | 6%[9.22 µM] | 6% | -3% | -4
CC1(C(=O)Nc2ccc(S(=O)(=O)Nc3ncccn3)cc2)CCCC1 | 1% | 15 | 4% | 14% | ? | -2% | 6% | -1% | 5
Cc1ccc2oc(=O)c3cnn(CC(=O)NCCCOC(C)C)c3c2c1 | 0% | 12 | -1% | -2% | ? | -10% | 9% | -16% | 2
O=C(C(Cc1ccccc1)n1cccc1)N1CCN(c2cccc(Cl)c2)CC1 (stereo not drawn) | -1% | -2 | 0% | -6% | ? | 11% | ? | -7% | 1
CCC(C)NC(=O)CN1C(=O)c2cccnc2Sc2ccccc21 (stereo not drawn) | . | . | . | . | 1% | . | 3% | 2% | -13
O=C(NCCCCCCNC(=O)C1CCCC1)C1CCCC1 | 3% | -4 | 1% | 3% | 3% | -5% | -19% | -25% | -1
O=c1c2ccccc2nc2n1CCC2O (stereo not drawn) | 3% | 5 | -1% | 1% | 0% | -1% | -3% | -8% | -10

# Following part
# The line under a structure holds: MCF10A rereplic	IL-1B inflam inh	HT1080-NT tox	HT1080 IDH1KD tx	KB-3-1 cytotox	SW480 rereplic	KB-V1 MDR tox	HEK293 tox	D3 ag
CC(=O)Oc1ccc(-c2nc3c(C)cccc3c(=O)o2)cc1
→ 8%	24	3%	11%	3%	-40%[inhibitor]	?	18%	4
Cc1cc(OC(C)C(=O)NNC(=O)Nc2ccc(F)cc2F)cc(C)c1Cl (stereo not drawn)
→ ?	?	-24%	-18%	12%	5%	10%	-3%	1
Cc1cc(Oc2nc3ccccn3c(=O)c2/C=C(\C#N)c2nc3ccccc3s2)ccc1Cl
→ .	.	.	.	19%	.	10%	37%[activator]	2
CC(=O)Nc1ccc(S(=O)(=O)N2CCN(S(=O)(=O)N3CCCCC3)CC2)cc1
→ -6%	20	3%	3%	2%	3%	3%	5%	6
Nc1nonc1C(=O)NCCNC(=O)c1cccc(Cl)c1
→ -4%	40	-3%	-2%	19%	2%	6%	8%	-4
Cc1cc(OCC(=O)NCCCN2CCOCC2)c2c(C)c(C)c(=O)oc2c1
→ 0%	-29	12%	-6%	0%	?	-13%	-6%	1
Cc1ccc(S(=O)(=O)N2CCCCC2)cc1NC(=O)c1ccncc1
→ 2%	-1	-10%	-6%	0%	2%	-1%	-2%	-14
Cc1ccc(S(=O)(=O)C2(C(=O)Nc3ccc(C)c(Cl)c3)CC2)cc1
→ .	.	.	.	-1%	.	-23%	21%	2
N/C(=N\N=C\c1ccc(O)cc1)c1nonc1N
→ -3%	-11	-2%	-22%	-15%	-7%	-14%	-9%	-1
COc1ccc(NC(=O)Cn2cnc3ccc(S(=O)(=O)N4CCC(C)CC4)cc3c2=O)cc1OC
→ .	.	.	.	-1%	.	0%	-16%	-6
CCC1C(=O)CC(c2ccccc2)NC1c1ccccc1 (stereo not drawn)
→ -5%	-10	-1%	-9%	-19%	7%	?	-8%	4
CC(C)CC1NC(=O)c2cc3ccccc3cc2-n2c1nc1cc(Cl)ccc1c2=O (stereo not drawn)
→ .	73	10%	14%	?	.	-26%	5%	1
COc1ccc(CN2C(=NC(=O)c3ccccc3)SC3CS(=O)(=O)CC32)cc1OC (stereo not drawn)
→ 1%	-57*	-8%	-14%	4%	-9%	-3%	-2%	2
O=C(COC(=O)c1cccnc1Cl)c1ccc(OC(F)F)cc1
→ -2%	21	24%	15%	-1%	-7%	4%	4%	-7
COc1ccc(-c2nnc(SCc3c(C)noc3C)n2N)cc1OC
→ 15%	0	1%	-3%	-1%	-1%	7.3µM*	0%	-13
COc1ccc(OCCCC(=O)OC(C)C(=O)Nc2ccc(NC(C)=O)cc2)cc1 (stereo not drawn)
→ 1%	i	2%	21%	-3%	-7%	-9%	11%	-3
NC(=O)COC(=O)/C=C/c1ccc(S(=O)(=O)N2CCCCCC2)cc1
→ -15%	-4	-7%	-5%	-1%	-25%[1.84 µM]	27%	1%	5
CN(C)C(=O)c1c(NC(=O)c2ccccc2)sc2c1CCC2
→ -2%	7	20%	14%	3%	-1%	0%	9%	6
CCc1ccc(S(=O)(=O)N2CCCC(N3CCN(c4ccc(OC)cc4)CC3)C2)cc1 (stereo not drawn)
→ -2%	-16	4%	4%	-5%	7%	-28%	0%	-23
CCOC(=O)N1CCC(Nc2c(NCCCN3CCN(CC)CC3)c(=O)c2=O)CC1
→ -1%	0	16%	0%	-3%	1%	11%	4%	1
COc1ccccc1C(=O)Nc1ccc2c(C)cc(=O)oc2c1
→ 4%	-16	20%	26%	-2%	-2%	-2%	3%	-12
COc1ccc(CC(=O)Nc2cc(S(=O)(=O)N3CCCCC3)ccc2OC(C)C)cc1OC
→ .	-1	-6%	-6%	1%	.	-12%	-20%	-1
Cc1ccc(CN2CN(S(=O)(=O)c3cccs3)c3nc4ccccc4nc32)cc1
→ 2%	-21	8%	12%	1%	8%	-2%	-1%	-4

# Rewritten field by field: part of the list above
Cc1ccc(S(=O)(=O)N2CCCCC2)cc1NC(=O)c1ccncc1
  MCF10A rereplic: 2%
  IL-1B inflam inh: -1
  HT1080-NT tox: -10%
  HT1080 IDH1KD tx: -6%
  KB-3-1 cytotox: 0%
  SW480 rereplic: 2%
  KB-V1 MDR tox: -1%
  HEK293 tox: -2%
  D3 ag: -14

Cc1ccc(S(=O)(=O)C2(C(=O)Nc3ccc(C)c(Cl)c3)CC2)cc1
  MCF10A rereplic: .
  IL-1B inflam inh: .
  HT1080-NT tox: .
  HT1080 IDH1KD tx: .
  KB-3-1 cytotox: -1%
  SW480 rereplic: .
  KB-V1 MDR tox: -23%
  HEK293 tox: 21%
  D3 ag: 2

N/C(=N\N=C\c1ccc(O)cc1)c1nonc1N
  MCF10A rereplic: -3%
  IL-1B inflam inh: -11
  HT1080-NT tox: -2%
  HT1080 IDH1KD tx: -22%
  KB-3-1 cytotox: -15%
  SW480 rereplic: -7%
  KB-V1 MDR tox: -14%
  HEK293 tox: -9%
  D3 ag: -1

COc1ccc(NC(=O)Cn2cnc3ccc(S(=O)(=O)N4CCC(C)CC4)cc3c2=O)cc1OC
  MCF10A rereplic: .
  IL-1B inflam inh: .
  HT1080-NT tox: .
  HT1080 IDH1KD tx: .
  KB-3-1 cytotox: -1%
  SW480 rereplic: .
  KB-V1 MDR tox: 0%
  HEK293 tox: -16%
  D3 ag: -6

# High-throughput results deposited in PubChem by National Center for Advancing Translational Sciences (NCATS).
